NCI-60 one-dose screen, 48 h, at 10 µM unless noted. Numbers give growth in % (100 = growth as untreated, 0 = no growth, -100 = all killed).
MDA-MB-435: MDA-MB-435 melanoma. hit rate 7.8% among 82,000
LOX IMVI: LOX IMVI melanoma; AID 1794757; hit rate 7.4% among 79,000
UACC-257: UACC-257 melanoma | hit rate 4.4% among 78,000 | AID 1794764
SK-MEL-28: SK-MEL-28 melanoma; hit rate 4.1% among 81,000; AID 1794761
SK-MEL-5: SK-MEL-5 melanoma; hit rate 6.4% among 80,000; AID 1794755
UACC-62: UACC-62 melanoma; hit rate 5.4% among 81,000; AID 1794756
MALME-3M: MALME-3M melanoma | hit rate 5.8% among 78,000 | AID 1794766
SK-MEL-2: SK-MEL-2 melanoma | hit rate 4.7% among 77,000 | AID 1794763
* marks the source's active call; other numbers are inactive results; · = not tested or not shown; & = joins results of further samples; [ ] = dose if it differs, or a comment. How the source made its calls: active means growth percent below 10; inactive means the rest. This is a random part of the collection. Share with any hit: about 12%.

SMILES	MDA-MB-435	LOX IMVI	UACC-257	SK-MEL-28	SK-MEL-5	UACC-62	MALME-3M	SK-MEL-2
COC(=O)C1=CC(=O)n2nc3n(-c4ccccc4)c(=O)/c(=C\c4ccc(OC)cc4)n3c2=NN1	108	97	102	114	98	100	104	103
COc1ccc(C(=O)CSc2nc3c(c(Nc4cccc(S(N)(=O)=O)c4)n2)CCCC3)cc1	99	96	98	100	84	97	98	·
COc1ccc(/C=C(\C#N)c2cc(OC)c(OC)c(OC)c2)cc1	0.4*	27	66	57	-37*	36	69	65
O=C(Nc1nc(-c2ccccc2Cl)cs1)c1cc(-c2ccc(Cl)cc2)nc2ccccc12	99	84	110	108	92	78	126	82
COC(=O)C1([N+](=O)[O-])CC(c2ccc3ccccc3c2)ON(c2ccccc2)C1c1ccccc1 (configuration not stated)	89	59	83	99	97	51	76	85
CC(C)Cn1cnc2c(=O)[nH]c(N)nc21	109	98	84	115	99	103	98	88
Cc1ccc(-n2nnc(C(=O)Oc3cc(C)c4sc(=O)[nH]c4n3)c2C)cc1C	99	100	98	101	·	96	94	·
COc1cc2nc(N3CCC[C@H](N)C3)nc(N)c2cc1OC	62	79	87	90	90	100	82	88
CCSc1nc(-c2ccc(Br)cc2)c(C#N)c(=O)[nH]1	106	103	99	113	108	99	118	99
CCOC(=O)c1csc(-c2csc(CCNC(=O)c3ccccc3)n2)n1	116	97	105	109	107	90	120	125
Cc1ccccc1N=Nc1ccc(N=Nc2ccc(O)cc2)c(C)c1	92	89	82	99	87	74	100	100
C=CCOC(=O)/C=C\C(=O)NC(N)=O	116	103	69	85	103	92	116	107
N#Cc1c(-c2cccs2)nc(N2N=C(c3ccccc3)CC2c2ccccc2)[nH]c1=O (configuration not stated)	107	93	103	113	96	94	102	101
C=C(C)Cc1cc2c(cc1O)OCO2	109	94	92	105	100	103	121	98
Cc1cc(C)c2c(N)c(C(=O)c3cccs3)sc2n1	117	99	103	116	106	105	134	98
COn1cc(C(=O)c2cccs2)c2cc(C#N)c(C#N)cc21	111	93	97	121	94	101	112	94
Cc1nc2sc(C(=O)Nc3cccc4ccccc34)c(N)c2cc1C(O)c1ccccc1 (configuration not stated)	0.3*	21	52	54	-53*	18	47	25
CC(C)CCSc1nc(Nc2ccc(S(N)(=O)=O)cc2)c(C#N)c(-c2ccc(F)cc2)n1	64	34	113	98	70	87	76	104
Cc1cc(=O)n2n1-c1ccc(F)cc1NC(=O)C2	103	102	·	100	104	98	93	100
CCOC(=O)c1ccc(Nc2ncnc3ccc(NC(=O)c4ccccc4)cc23)cc1	91	88	103	90	85	89	109	87
O=C1C(=O)N(CCCCn2cc(Cn3c4ccccc4c4ccccc43)nn2)c2ccccc21	69	75	101	92	91	54	83	87
CC(C)N1C(=O)S/C(=C2/SC(=O)N(C(C)C)C2=O)C1=O	100	92	99	105	94	92	90	99
O=C(Nc1ccc(C2=NCCN2)cc1)c1cccc(C(=O)Nc2ccc(C3=NCCN3)cc2)c1	104	81	130	135	104	85	108	102
COc1ccc(-c2cc(C(=O)Oc3ccc(C=O)cc3OC)nn2-c2ccc(S(C)(=O)=O)cc2)cc1OC	105	·	107	123	92	102	114	121
CC1OC(OC2C(OC3CCC4(C)C(CCC5(C)C4CC=C4C6CC(C)(C)CCC6(CO)C(O)CC45C)C3(C)C)OC(C(=O)O)C(OC3OC(COC4OC(CO)C(O)C(O)C4O)C(O)C(O)C3O)C2O)C(O)C(O)C1O (configuration not stated)	-85*	-70*	-49*	-79*	-94*	-70*	-73*	-75*
NS(=O)(=O)c1ccc(Nc2nc(N/N=C/c3ccc(F)cc3)nc(Nc3ccccc3)n2)cc1	54	61	47	63	38	61	58	-9.4*
Cc1cc(C)c(C#N)c(OCCCCOc2nc(C)cc(C)c2C#N)n1	98	91	110	100	97	89	102	107
CC(C)NC(=O)OCc1c(COC(=O)NC(C)C)c(-c2ccc(Cl)cc2)n2c1CCC2	67	30	89	85	68	·	59	94
Cc1cc(C)c2c(N)c(C(=O)Nc3ccc(OC(F)(F)F)cc3)sc2n1	94	·	98	102	92	83	89	98
O=C1Cc2cc(CCN3CCN(c4nsc5ccccc45)CC3)c(Cl)cc2N1	91	97	86	90	92	85	94	·
O=[N+]([O-])c1ccccc1CSc1nnc(-c2ccncc2)o1	105	·	97	106	110	78	91	97
CCOC(=O)c1c(NC(=O)c2ccc(C(C)(C)C)cc2)sc2cc(OCCN3CCCCC3)ccc12	92	-74*	100	104	97	102	97	99
CCN(CC)CCOC(=O)c1cccc(-c2ccccc2)c1OCCN(CC)CC	105	100	113	103	100	112	112	109
COc1cc(C(=O)n2nc(N3CCOCC3)c3cc(-n4cccc4)ccc32)cc(OC)c1OC	75	89	103	73	64	73	87	92
Cc1c(C)c2c(c(C)c1NC(=O)CCCCCCC(=O)O)CCC(C)(CCCC(C)CCCC(C)CCCC(C)C)O2 (configuration not stated)	95	·	95	96	81	89	·	43
COc1cc2c3c(c1OCC1CC1)-c1cc4c(cc1CC3OCC2)OCO4 (configuration not stated)	92	88	104	106	81	77	147	99
COc1ccc(OC)c(/C=C/C(=O)c2ccc(Nc3ncnc4cc(OC)c(OC)cc34)cc2)c1	78	84	93	107	107	101	113	·
O=C1/C(=C/c2ccc(Cl)cc2)CN(Cc2cn(CCCNc3ccnc4cc(Cl)ccc34)nn2)C/C1=C\c1ccc(Cl)cc1	-87*	-86*	-69*	-83*	-86*	·	-65*	-35*
CC[C@@]12C=CCN3CC[C@]4(c5cc(NC(=O)COc6cc(OCC(=O)Nc7cc8c(cc7OC)N(C)[C@H]7[C@@](O)(C(=O)OC)[C@H](OC(C)=O)[C@]9(CC)C=CCN%10CC[C@]87[C@@H]%109)cc7oc(-c8ccccc8)cc(=O)c67)c(OC)cc5N(C)[C@@H]4[C@](O)(C(=O)OC)[C@H]1OC(C)=O)[C@H]32	42	8.0*	103	112	103	94	111	85
CN1C(=O)/C(=C/c2nc(-c3ccccc3F)n3ccccc23)c2cc(F)ccc21	103	84	113	108	94	90	98	119
N#Cc1c(-c2ccccc2)nc(N2CCN(c3ccc(Cl)cc3)CC2)[nH]c1=O	111	104	99	115	104	106	·	99
COc1ccc2[nH]cc(-c3nc(N)nnc3-c3cn(C)c4ncc(Br)cc34)c2c1	-39*	20	39	37	-50*	14	29	36
NS(=O)(=O)c1ccc(NC(=O)c2ccccc2C(=O)O)cc1	116	101	118	131	111	93	·	·
O=C1C=CC(=O)N1c1ccc(Br)c(Cl)c1	99	98	·	98	97	103	79	109
C=C(C)[C@@H]1CC[C@]2(C(=O)NCCCCCN(CCCN)CCCN)CC[C@]3(C)[C@H](CC[C@@H]4[C@@]5(C)CC[C@H](O)C(C)(C)[C@@H]5CC[C@]43C)[C@@H]12	94[100 µM]	102[100 µM]	76[100 µM]	95[100 µM]	81[100 µM]	62[100 µM]	91[100 µM]	96[100 µM]
NS(=O)(=O)c1ccc(Nc2nc(N=Nc3c(O)[nH]c4ccc(Cl)cc34)nc(Nc3ccccc3)n2)cc1	91	98	102	97	94	105	85	92
Nc1cccc(-c2ccc(COc3ccc(CC4SC(=O)NC4=O)cc3)cc2)c1 (configuration not stated)	-18*	57	71	56	15	55	43	52
Cc1ccc(N)c(O)c1	102	87	81	103	96	101	72	100
Oc1ccc(C(c2ccc(O)cc2)c2ccc(Cl)cn2)cc1	101	-43*	96	112	97	39	107	73
CN(C)CCCC1(c2ccc(F)cc2)OCc2cc(-c3cccc4[nH]ccc34)ccc21 (configuration not stated)	-42*	-92*	-5.7*	-86*	-84*	37	-92*	74

Further entries.
SMILES	MDA-MB-435	LOX IMVI	UACC-257	SK-MEL-28	SK-MEL-5	UACC-62	MALME-3M	SK-MEL-2
ONC(CC(O)(NO)NO)c1ccccc1 (configuration not stated)	104	103	109	112	100	·	107	109
N#C/C(=C\c1ccc(-c2ccc(F)cc2)o1)C(=O)Nc1ncc(Cc2ccc(Cl)cc2)s1	102	57	115	100	99	95	100	110
COC(=O)c1cccc([N+](=O)[O-])c1	117	100	96	102	99	99	102	94
CCCn1c(=O)c2c(nc(-c3cccc(OCCCCl)c3)n2Cc2ccccc2)n(CCC)c1=O	98	87	87	103	70	69	94	78
Cc1cn(-c2cc(NC(=O)c3cncc(C#Cc4cnc(N)c5ncccc45)c3)cc(C(F)(F)F)c2)cn1	56	21	63	41	18	35	24	6.4*
CC(C)Cc1ccc(C(C)C(=O)NCc2ccc(Cn3c(=O)sn(-c4ccc(C#N)cc4)c3=O)cc2)cc1 (configuration not stated)	81	68	83	95	64	60	90	89
CC/C(=C/CO)c1ccccc1	109	98	113	106	98	102	112	107
Cc1ccc(OCc2ccc(Br)cc2)cc1	105	103	118	110	95	99	116	·
COc1cc2c3c(n(CCCn4ccnc4)c(=O)c2cc1OC)-c1nc2c(cc1C3=O)OCO2	52	0.4*	66	81	7.0*	4.2*	60	123
Cc1cc(O)c(C(C)C)cc1NC(=O)Nc1ccc(Br)cc1	91	94	91	106	99	84	109	99
Cc1cc2nnc3c4cccnc4c(C#N)n3c2cc1C	100	95	109	112	100	93	133	·
CCn1c2c(c3ccccc31)CCSC2(C)CCN(C)C (configuration not stated)	103	98	93	114	96	97	142	98
NNC(=O)Cc1cc(=O)[nH][nH]1	111&111	108&94	97&101	98&113	108&101	113&106	118&99	105&102
CN(C)c1ccc(/C=N/n2c(-c3cc(F)c(Cl)cc3Cl)nn(CNc3ccc(F)cc3)c2=S)cc1	90	46	99	120	65	32	88	74
CC[C@H](CC[C@@H](C)[C@H]1CC[C@H]2[C@@H]3CC(=O)C4=CC(=O)/C(=C/c5ccc(Br)cc5)C[C@]4(C)[C@H]3CC[C@]12C)C(C)C	104	97	101	106	103	99	98	115
Oc1ccc(/C=N\NC(=S)N/N=C/c2ccc(O)cc2O)c(O)c1	102	75	103	90	97	93	101	89
CCN(CC)CCCNc1ncnc(NCCCN(CC)CC)n1	105	97	81	115	109	92	104	102
COc1ccc(C2=NN(c3cc(Cl)cc(Cl)c3)C(c3sc(Cl)nc3Cl)C2)cc1 (configuration not stated)	95	·	99	97	101	89	99	105
Cc1ccccc1-c1noc(-c2n[nH]n3c2nc(=O)c2c(C)c(C)sc23)n1	100	73	103	102	101	95	98	114
NNCCc1ccccc1	97&109	88&98	121	95&110	94&91	90	82	106&100

Reformatted in CSV form: 3 of the compounds above
Molecule,MDA-MB-435,LOX IMVI,UACC-257,SK-MEL-28,SK-MEL-5,UACC-62,MALME-3M,SK-MEL-2
COc1ccc(C2=NN(c3cc(Cl)cc(Cl)c3)C(c3sc(Cl)nc3Cl)C2)cc1 (configuration not stated),95,·,99,97,101,89,99,105
NNC(=O)Cc1cc(=O)[nH][nH]1,111&111,108&94,97&101,98&113,108&101,113&106,118&99,105&102
NNCCc1ccccc1,97&109,88&98,121,95&110,94&91,90,82,106&100

Additional entries follow.
SMILES	MDA-MB-435	LOX IMVI	UACC-257	SK-MEL-28	SK-MEL-5	UACC-62	MALME-3M	SK-MEL-2
O=C(OCP(=O)(COC(=O)c1ccccc1)COC(=O)c1ccccc1)c1ccccc1	105	103	110	119	108	95	114	108
CCOP(=O)(OCC)OCCOCCOP(=O)(OCC)OCC	106	110	115	103	117	103	111	101
CCN(CC)C(=O)c1cccc2c1OCO2	107	100	74	109	100	96	103	94
CCOC(=O)c1cc2c(n1Cc1ccccc1)-c1[nH]c(=O)c(S(=O)(=O)c3ccccc3)cc1CCC2	109	96	95	83	100	109	81	67
Cc1ccccc1N(C=O)c1ccccc1C	119	97	112	111	104	113	113	111
O=C(O)C1OC(C(=O)O)C(C(=O)O)C1C(=O)O (configuration not stated)	108	96	99	109	109	108	102	100
COC(=O)c1cc(Cl)nc(S(C)(=O)=O)n1	100	100	100	109	100	91	108	95
CCOC(=O)C#Cc1c(C(=O)OCC)nnn1[C@@H]1O[C@H](CO)[C@H]2OC3(CCCCC3)O[C@H]21	80	20	47	101	96	92	55	106
CCOP(=O)(OCC)OC[C@]1(C)CC[C@]2(C)CC[C@]3(C)C(=C2C1)C=C[C@@H]1[C@@]2(C)CCCNC(C)(C)[C@@H]2CC[C@]13C	96	73	87	97	81	91	118	111
CN(C)c1ccc(C2C(C/C(N)=N\O)=C(N)Oc3ccc4ccccc4c32)cc1 (configuration not stated)	95	·	103	100	92	74	97	104
COC(=O)[C@H](CSC)N(C)C(=O)[C@@H]1CSSC[C@@H](NC(=O)c2nc3ccccc3cc2O)C(=O)NCC(=O)N1C	70	48	76	83	38	60	97	61
CCNC(=O)Oc1ccc(/C(=C(/C)Cc2ccc(OC)cc2)c2ccc(OCCN(C)C)cc2)cc1	86	72	100	91	80	94	91	99
CCN(CC)C(=O)C1CCN(C)CC1	110	97	101	112	100	98	96	96
OC(c1ccc(Cl)cc1)C1CCNCC1 (configuration not stated)	109	99	95	112	100	101	106	114
C[C@@H]1CN(c2ccc3ncc(C#Cc4cncc(C(=O)Nc5ccc(CN6CCN(C)CC6)c(C(F)(F)F)c5)c4)n3n2)C[C@H](C)O1	-90*	-88*	-19*	-90*	-94*	-66*	-69*	-90*

Exported with two lines to a compound: part of the list above.
Order of results – MDA-MB-435, LOX IMVI, UACC-257, SK-MEL-28, SK-MEL-5, UACC-62, MALME-3M, SK-MEL-2
> COC(=O)[C@H](CSC)N(C)C(=O)[C@@H]1CSSC[C@@H](NC(=O)c2nc3ccccc3cc2O)C(=O)NCC(=O)N1C
 : 70, 48, 76, 83, 38, 60, 97, 61
> CCNC(=O)Oc1ccc(/C(=C(/C)Cc2ccc(OC)cc2)c2ccc(OCCN(C)C)cc2)cc1
 : 86, 72, 100, 91, 80, 94, 91, 99
> CCN(CC)C(=O)C1CCN(C)CC1
 : 110, 97, 101, 112, 100, 98, 96, 96
> OC(c1ccc(Cl)cc1)C1CCNCC1 (configuration not stated)
 : 109, 99, 95, 112, 100, 101, 106, 114
> C[C@@H]1CN(c2ccc3ncc(C#Cc4cncc(C(=O)Nc5ccc(CN6CCN(C)CC6)c(C(F)(F)F)c5)c4)n3n2)C[C@H](C)O1
 : -90*, -88*, -19*, -90*, -94*, -66*, -69*, -90*

Screening results as filed in PubChem.
